Source: PubChem
ULK1 primary: human ULK1 kinase inhibition, primary screen; AlphaScreen Atg13 phosphorylation by ULK1, luminescence; hit rate 1.9% among 30,000; inhibition, % at 5.96 µM; AID 1259251; in the data active = inhibition above about 43%;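 note: 0% = median of compound wells and 100% = no enzyme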
Target sequence (O75385 whole entry, looked up): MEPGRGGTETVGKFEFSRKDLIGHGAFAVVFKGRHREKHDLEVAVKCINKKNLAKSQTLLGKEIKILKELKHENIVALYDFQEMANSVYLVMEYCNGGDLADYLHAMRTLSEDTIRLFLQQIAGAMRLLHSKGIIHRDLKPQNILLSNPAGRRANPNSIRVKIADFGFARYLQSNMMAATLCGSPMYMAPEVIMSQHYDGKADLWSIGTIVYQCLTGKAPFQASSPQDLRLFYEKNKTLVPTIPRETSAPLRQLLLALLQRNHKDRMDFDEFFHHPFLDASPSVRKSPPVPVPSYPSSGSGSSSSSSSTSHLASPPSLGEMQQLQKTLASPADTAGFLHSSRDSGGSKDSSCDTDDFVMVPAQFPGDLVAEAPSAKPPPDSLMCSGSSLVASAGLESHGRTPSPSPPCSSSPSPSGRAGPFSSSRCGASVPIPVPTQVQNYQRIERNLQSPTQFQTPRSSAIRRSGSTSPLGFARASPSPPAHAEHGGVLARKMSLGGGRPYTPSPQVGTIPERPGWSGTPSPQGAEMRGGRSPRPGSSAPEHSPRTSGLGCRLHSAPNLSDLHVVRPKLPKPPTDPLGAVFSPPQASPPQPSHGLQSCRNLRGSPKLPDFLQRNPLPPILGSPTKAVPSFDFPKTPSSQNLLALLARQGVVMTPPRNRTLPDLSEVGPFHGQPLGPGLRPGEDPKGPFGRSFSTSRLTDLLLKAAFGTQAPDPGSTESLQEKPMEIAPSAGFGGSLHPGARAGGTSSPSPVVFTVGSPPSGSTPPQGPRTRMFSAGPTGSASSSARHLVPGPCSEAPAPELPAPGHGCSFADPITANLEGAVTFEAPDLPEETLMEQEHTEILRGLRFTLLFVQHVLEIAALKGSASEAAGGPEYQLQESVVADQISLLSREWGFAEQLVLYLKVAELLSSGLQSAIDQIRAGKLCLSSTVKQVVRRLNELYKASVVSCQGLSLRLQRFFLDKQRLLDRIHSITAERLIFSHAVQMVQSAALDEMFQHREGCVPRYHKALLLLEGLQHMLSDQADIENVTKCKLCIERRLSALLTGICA
ASK1 inh: human ASK1 kinase inhibition, primary screen. Q99683. AlphaScreen MKK6 phosphorylation by ASK1, luminescence. inhibition, % at 7.44 µM. hit rate 0.99% among 22,000; in the data active = inhibition above about 35%;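 note: 0% = median of compound wells and 100% = no enzyme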
An asterisk follows results filed as active; / = no result given.

Structure | ULK1 primary | ASK1 inh
Cc1cccc(Nc2ncccc2C(=O)O)c1C | 3.4 | /
COc1ccc(-c2nc3c(NCCCN4CCCC4=O)ncnc3n2C(C)C)cn1 | -2.1 | -9.7
CC(C)N(CCNC(=O)c1cnc(-c2ccc(N3CCOCC3)nc2)s1)C(C)C | 6.0 | -5.7
Cc1cc(Nc2ccccc2)nc(Nc2ccc(N3CCOCC3)cc2)n1 | -3.7 | 19.0
Cc1noc(C)c1-c1nc(C(=O)NCc2cccc(C(F)(F)F)c2)cs1 | 5.2 | 3.3
Cc1cc(N)nc(-c2ccc(C(=O)NC3CC3)cc2)n1 | 56.2* | 3.4
O=C(NCc1cccc(C(F)(F)F)c1)c1ccnc(N2CCCC2CO)c1 (configuration not stated) | -1.2 | -4.5
CCCCCCCCCCCCCCCC[N+](C)(C)CC | -10.1 | /
Cc1ccc(-c2ncn(-c3ccc(Nc4ncc(Cl)c(-c5ccnn5C)n4)cc3)n2)cn1 | 6.9 | 42.9*
CN(C)CCOc1cc(-c2ccnc(N)n2)c(F)cc1NC(=O)C1COc2ccccc2O1 (configuration not stated) | 2.9 | 2.6
Cc1cc(N(C)C)nc(Nc2ccc(NS(=O)(=O)c3ccccc3)cc2)n1 | -10.7 | /
COc1ccc2c(c1)CC(c1nc3ccc(-c4ccnc(N)c4)cc3s1)CO2 (configuration not stated) | 22.4 | 2.5
CN1CCN(c2ccc(-c3nc(C(=O)NC4CC4)cs3)cc2)CC1 | -7.8 | 3.9
O=C(NCc1ccccc1)c1cccc(Nc2ncccn2)n1 | 27.4 | 5.8
O=C1CCCN1CCn1cnc2c(NCc3cccc(C(F)(F)F)c3)nc(-c3ccccc3)nc21 | -21.6 | -9.1
Cc1cnc(CNc2cc(-c3cccnc3)nc(-c3cccnc3)n2)nc1 | 17.3 | /
Nc1cccc(-c2nc(C(=O)NCCO)cs2)c1 | 22.6 | 17.0
CCCNC(=O)C(=O)Nc1nc(-c2ccccc2)cs1 | -4.2 | /
Cc1nc(C)n(-c2ccc(Nc3ncc(Br)c(-c4cnn(C)c4)n3)cc2)n1 | 86.5* | -93.3
O=C(Cc1cn(-c2ccc(Nc3ccc(-n4ccnc4)cc3)nn2)c2ccccc12)NC1CCN(Cc2ccccc2)CC1 | 12.1 | 24.2
CC(C)n1cnc2c(NCc3cccnc3)nc(Nc3ccccc3)nc21 | 11.5 | 0.1
CCCNc1nc(Oc2ccccc2)ncc1C | 7.2 | -2.9
c1cc(N2CCOCC2)ncc1-c1nc(NC2CC2)c2ncn(C3CCCCC3)c2n1 | 1.4 | -2.0
CCCC(=O)Nc1ccc2c(c1)OCC(C)(C)C(=O)N2CC | 2.2 | /
O=C1CCCN1CCCNc1nc(N2CCCC2CO)nc2c1ncn2Cc1ccc(C(F)(F)F)cc1 (configuration not stated) | -16.2 | -7.6
CC(=O)c1cccc(-c2ncc(C)c(NCCCN3CCCC3=O)n2)c1 | 4.9 | 0.5
CCCNc1nc(-c2ccc3[nH]ccc3c2)nc2c1ncn2C(C)C | 4.5 | 16.5
CN(C)C(=O)[C@H](O)CNC(=O)c1cnccc1Nc1ccc2[nH]ncc2c1 | 6.5 | -2.4
COc1ccc(-c2nc3ccc(C(=O)NCCN(C(C)C)C(C)C)cc3s2)cc1 | 4.2 | -16.2
CN(C)c1cccc(Nc2nc(NC3CCN(Cc4ccccc4)CC3)c3ncn(CCN4CCCC4=O)c3n2)c1 | 21.9 | -13.5
CCOc1cc(C(=O)NCCc2csc(-c3cccc(F)c3)n2)cc(OCC)c1OCC | -17.5 | /
OCC1CCCN1c1nc(NCCOc2ccccc2)c2ncn(C3CCCCC3)c2n1 (configuration not stated) | -2.5 | 14.4
COc1ccc(-c2cc3ccc(OC)cc3s2)cc1 | -1.6 | /
CCOc1ccccc1-c1cc(=O)c2ccc(NC(=O)c3cccnc3)cc2o1 | 6.5 | /
Cc1ncn(-c2ccc(Nc3ncc4cccc(-c5ccncc5)c4n3)cc2)n1 | -33.4 | 6.3
CCCNc1nc(Nc2cc(OC)c(OC)c(OC)c2)nc(N(CC)CC)n1 | -23.7 | 8.0
O=C(Nc1ccc(Oc2ccccc2)cc1)c1cccc(-c2ccc(N3CCOCC3)nc2)n1 | 1.2 | 1.3
CN(C)CCNc1cc(-c2cn[nH]c2)ccc1NC(=O)NCc1ccccc1 | 14.3 | 6.7
O=C(NCCOc1ccccc1)c1ccc2nc(Br)sc2c1 | -13.4 | -10.4
O=C1NC(C(Cl)(Cl)Cl)Oc2ccccc21 (configuration not stated) | 1.9 | /
COc1ccc(CCNc2nc(NC3CCC(O)CC3)ncc2C)cc1 (configuration not stated) | 8.4 | -15.1
O=C1CCCN1CCCNc1nc(Nc2ncccn2)nc2c1ncn2CCN1CCCC1=O | 10.9 | -0.4
COc1cc2nc(Cl)nc(NCc3ccccc3)c2cc1OC | 1.8 | 4.3
CC(=O)Nc1ccc(Nc2ccnc(NCCCN3CCCC3=O)n2)cc1 | 6.2 | 7.4
CCCNc1nc(-c2c(C)nn(C)c2C)nc2c1ncn2C(C)C | 1.9 | 6.3
Cc1ncn(-c2ccc(Nc3cc(-c4cnn(Cc5ccccc5)c4-c4ccc(F)cc4)ccn3)cc2)n1 | -18.8 | 23.5
N#Cc1ccc2c(c1)N(CCCN1CCC(O)CC1)c1ccccc1S2 | -13.3 | /
c1ccc(CNc2cc(NCCN3CCOCC3)ncn2)cc1 | 4.6 | -8.3
Cc1nn(C)c(C)c1-c1nc(NCc2cccnc2)c2ncn(C3CCCCC3)c2n1 | 2.7 | -9.1
O=C(CSCc1ccccc1Cl)N/N=C/c1ccco1 | -18.9 | /

6 records drawn at random from those above, as already listed:
Structure | ULK1 primary | ASK1 inh
CCOc1cc(C(=O)NCCc2csc(-c3cccc(F)c3)n2)cc(OCC)c1OCC | -17.5 | /
N#Cc1ccc2c(c1)N(CCCN1CCC(O)CC1)c1ccccc1S2 | -13.3 | /
CN(C)CCNc1cc(-c2cn[nH]c2)ccc1NC(=O)NCc1ccccc1 | 14.3 | 6.7
CN(C)C(=O)[C@H](O)CNC(=O)c1cnccc1Nc1ccc2[nH]ncc2c1 | 6.5 | -2.4
O=C1CCCN1CCCNc1nc(Nc2ncccn2)nc2c1ncn2CCN1CCCC1=O | 10.9 | -0.4
Cc1ncn(-c2ccc(Nc3cc(-c4cnn(Cc5ccccc5)c4-c4ccc(F)cc4)ccn3)cc2)n1 | -18.8 | 23.5

Further compounds follow:
Structure | ULK1 primary | ASK1 inh
Cn1c(=O)[nH]c(=O)c2c1nc(SCCO)n2CCCc1ccccc1 | -17.9 | /
Cn1c(Nc2nc(C(=O)NCc3nc4ccccc4[nH]3)cs2)nc2ccccc21 | 8.0 | -0.5
O=C(NC1CC1)c1cncc(Nc2ncccn2)c1 | 7.8 | -4.7
O=C1CCCN1CCCNc1ncnc2nc(Nc3ccccc3)[nH]c12 | 8.4 | 3.8
CC(=O)[C@@]12O[C@](C)(c3ccccc3)O[C@@H]1CC1C3CCC4=CC(=O)CC[C@]4(C)C3CC[C@@]12C (some centres not stated) | 4.7 | /
CCN(CC)C(=O)C1CCCN(c2nc(NCc3cccc(C(F)(F)F)c3)nc(N(CC)CC)n2)C1 (configuration not stated) | 8.6 | -17.2
O=C(NCCc1ccc(O)cc1)c1cccc(Nc2ccc(-n3ccnc3)cc2)n1 | -5.8 | -4.4
CC(C)n1cnc2c(NCc3cccc(C(F)(F)F)c3)nc(N3CCN(c4ccccn4)CC3)nc21 | -6.2 | 7.7
O=C(NCCCN1CCCC1=O)c1cncc(-c2csc3ccccc23)c1 | 5.8 | -9.0
OCCCNc1ncc(-c2ccc(F)cc2)cn1 | 5.4 | /
COc1cc2c(c(OC)c1OC)-c1c(cc3c(c1OC)OCO3)C[C@H](C)[C@@](C)(O)C2 | 3.3 | /
COc1cc2nc(N3CCC(N4CCOCC4)CC3)nc(NCc3cccc(C(F)(F)F)c3)c2cc1OC | -4.9 | -9.1
Cc1ccncc1-c1ncn(-c2ccc(Nc3nccc(-c4cc(F)cc(N5CCOCC5)c4)n3)cc2)n1 | 3.1 | 8.0
N#C/C(=C/c1cccs1)C(=O)NCCN1CCOCC1 | -5.4 | /
CONC(=O)[C@@H](NC(=O)c1ccccc1Oc1nc(OC)cc(OC)n1)C(C)C | 1.9 | /
CCCCNC(=O)c1cccc(I)c1 | -1.5 | /
CCCNc1ncnc2nc(-c3ccccc3)[nH]c12 | -17.9 | 7.5
CC(C)n1cnc2c(NCCOc3ccccc3)nc(Nc3ccccc3)nc21 | -14.8 | 13.0
Cc1ccc(S(=O)(=O)N2C[C@@H](O)C[C@@H]2C(=O)Nc2ccc3[nH]ncc3c2)cc1 | 13.6 | -4.8
Cc1ccc(/C=N/NC(=O)c2ccncc2)cc1 | -7.0 | /
CC(CC=O)CCCC(C)(C)O (configuration not stated) | -4.2 | /
COc1ccc2c(c1)CC(c1nc3c(F)cc(-c4cn[nH]c4)cc3[nH]1)CO2 (configuration not stated) | -27.7 | 6.4
O=C(NCCN1CCOCC1)c1ccnc(Nc2ccc3ncccc3c2)c1 | -6.0 | -5.9
CC(=O)Nc1ccc(Nc2nc(NCCCN3CCCC3=O)nc3c2ncn3C(C)C)cc1 | 29.7 | 13.2
Cc1[nH]ncc1-c1ccc(NC(=O)NCc2ccccc2)cc1 | -18.0 | -1.5
OCCNc1cc(Nc2ccc(N3CCOCC3)cc2)ncn1 | 10.0 | -13.4
CC(=O)Nc1ccc(Nc2cc(Nc3ccc(N4CCOCC4)cc3)ncn2)cc1 | -0.8 | 1.3
Nc1cccc(-c2nc(C(=O)NCc3ccccc3)cs2)c1 | 7.6 | -6.4
O=C(NCCOc1ccccc1)c1cnc(Nc2ccc3ncccc3c2)s1 | -21.2 | -5.9
O=C(NCCCN1CCCC1=O)c1ccnc(Nc2ccncn2)c1 | 14.8 | 0.1
COc1cccc(OC)c1Oc1ncc(-c2ccc(F)cc2)cn1 | 7.5 | /
c1cnc(Nc2nc(NCCN3CCOCC3)c3[nH]cnc3n2)cn1 | -0.6 | 3.5
O=C(O)CSc1nnc(-c2cccnc2)n1-c1ccccc1 | 4.6 | /
CC1=CC(=O)c2ccccc2C1=O | 14.9 | /
O=C(NC1CC1)c1ccc(-c2nc(NCCN3CCOCC3)c3ncn(-c4ccsc4)c3n2)cc1 | 2.2 | -24.1
COc1ccc(CCNc2cc(-c3cccs3)nc(N)n2)cc1 | -4.5 | -3.5
CCNc1nc(Nc2ccccc2)c2ncn(-c3ccsc3)c2n1 | -2.0 | 6.5
O=C(Nc1ccc2[nH]ncc2c1)[C@H]1C[C@H](O)CN1C(=O)c1ccc(Br)cc1 | 2.7 | -13.2
CC(=O)NC(C=O)C(O)C(O)C(O)CO (configuration not stated) | 7.1 | /
CC(C)N(CCNC(=O)c1cccc(Nc2cccnc2)n1)C(C)C | -0.4 | -11.7
O=C1N(Cc2cccc(Cl)c2)CCN1c1ccc(C(F)(F)F)cn1 | -9.8 | /
Cc1cc([N+](=O)[O-])ccc1N/C=C/C(=O)c1ccccc1 | 8.8 | /
CC(C)COC(=O)NC(C)(C)c1ccncc1 | 1.7 | /
c1ccc(-n2cnc3c(NC4CC4)nc(N4CCOCC4)nc32)cc1 | -4.5 | 8.1
FC(F)(F)c1cccc(CNc2nc(N3CCN(Cc4ccc5c(c4)OCO5)CC3)nc3c2ncn3-c2ccccc2)c1 | -2.4 | 36.7*
CCCNc1nc(Nc2nc3ccccc3n2C)nc2c1ncn2C(C)C | 10.4 | 8.2
O=C(Nc1ccccc1)c1cc(N2CCC(N3CCOCC3)CC2)nc2ccccc12 | 18.2 | 2.3
c1ccc(CNc2ccnc(-c3ccccc3)n2)cc1 | -11.6 | -17.6
CCOc1ccc2c(c1)CC(c1nc3ccc(-c4ccncc4)cc3[nH]1)CO2 (configuration not stated) | 4.0 | 9.2
O=C(NCc1ccco1)c1cc2nc(-c3ccc4c(c3)OCO4)cc(C(F)(F)F)n2n1 | -4.4 | /

New compounds follow:
Structure | ULK1 primary | ASK1 inh
CC1NC(=O)C(N)CNC(=O)C(C2CCN=C(N)N2)NC(=O)/C(=C/NC(N)=O)NC(=O)C(CNC(=O)CC(N)CCCN)NC1=O (configuration not stated) | 3.0 | /
c1cc(Nc2ccc(N3CCOCC3)cc2)nc(Nc2ccc(N3CCOCC3)cc2)n1 | 12.0 | 20.6
Cc1ncn(-c2ccc(Nc3nccc(Nc4ccc5cnccc5c4)n3)cc2)n1 | -3.9 | -0.4
c1ccc(CN2CCC(Nc3nc(NCCN4CCOCC4)c4[nH]cnc4n3)CC2)cc1 | 14.3 | 6.4
COc1nc(OC)nc(Oc2ccccc2C(=O)O)n1 | 3.5 | /
c1cc(Nc2nc(Nc3ccc4c(c3)OCO4)c3[nH]cnc3n2)ncn1 | -6.9 | 11.6
COc1cc(NC(=O)c2cccc(-n3cc(NS(=O)(=O)c4ccccc4)cn3)c2)cc(OC)c1OC | -8.2 | 1.1
NCCC(=O)NC(c1ccc(Cl)cc1)c1nc2ccc(-c3cn[nH]c3)cc2c(=O)[nH]1 (configuration not stated) | 7.0 | 23.3
OC[C@@H](O)C(O)[C@H](O)CO | -3.5 | /
CS(=O)(=O)c1ccc(N2CCOCC2)c(F)c1 | -10.5 | /
COc1ccc(-c2nc(C(=O)NC3CC3)cs2)cc1 | -13.2 | -1.4
CC(C)n1cnc2c(NCc3cccc(C(F)(F)F)c3)nc(NCc3cccnc3)nc21 | -9.3 | -1.3
C=C(C)C1CC=C(C)CC1 (configuration not stated) | -6.6 | /
O=C1CCCN1CCn1cnc2c(Nc3ccccc3)nc(N3CCN(c4ccccn4)CC3)nc21 | -14.6 | -9.3
c1ccc(CN2CCC(Nc3ccnc(-c4csc5ccccc45)n3)CC2)cc1 | -31.9 | -4.9
Cc1cc(Nc2ccc(N3CCOCC3)cc2)nc(-c2ccc(C(N)=O)cc2)n1 | -2.4 | 10.1

Sorted by length of the SMILES (smallest number first): some entries from above.
Structure | ULK1 primary | ASK1 inh
c1ccc(CN2CCC(Nc3ccnc(-c4csc5ccccc45)n3)CC2)cc1 | -31.9 | -4.9
Cc1ncn(-c2ccc(Nc3nccc(Nc4ccc5cnccc5c4)n3)cc2)n1 | -3.9 | -0.4
CC1NC(=O)C(N)CNC(=O)C(C2CCN=C(N)N2)NC(=O)/C(=C/NC(N)=O)NC(=O)C(CNC(=O)CC(N)CCCN)NC1=O (configuration not stated) | 3.0 | /

Not a hit list. Share with any hit: about 2.6%.
